High-throughput results deposited in PubChem BioAssay by several laboratories.
MITF TRPM1 HTS: increases MITF-driven TRPM1 promoter luciferase signal; SK-MEL-5 TRPM1-promoter luciferase, 24 h; % of positive control, neutral wells = 0; activation, % at 12.5 µM; 300,000 tested, 0.75% active; AID 588334;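 active = mean activation of at least 80% with every replicate also reaching 80%; inconclusive = mean reaches 80% but some replicate falls short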;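 also: 0% = neutral control wells and 100% = parthenolide positive control wells; values of inactives mirror those of a sister screen read the other way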
HTR5A inv ctr: counter-screen for OPRM1-OPRD1 inverse agonists: human HTR5A inverse agonism | P47898 | HTR5A cell line, luminescence | inhibition, % at 9.3 µM | 340,000 tested, 0.083% active | AID 504634; in the data active = inhibition mostly above about 23%, no sharp cut-off; inactive = mostly below about 18%;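 also: 0% = cells with DMSO and 100% = no-cell wells with DMSO; some compounds called inactive have numbers as strong as hits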
Target sequence (P47898 whole entry, looked up): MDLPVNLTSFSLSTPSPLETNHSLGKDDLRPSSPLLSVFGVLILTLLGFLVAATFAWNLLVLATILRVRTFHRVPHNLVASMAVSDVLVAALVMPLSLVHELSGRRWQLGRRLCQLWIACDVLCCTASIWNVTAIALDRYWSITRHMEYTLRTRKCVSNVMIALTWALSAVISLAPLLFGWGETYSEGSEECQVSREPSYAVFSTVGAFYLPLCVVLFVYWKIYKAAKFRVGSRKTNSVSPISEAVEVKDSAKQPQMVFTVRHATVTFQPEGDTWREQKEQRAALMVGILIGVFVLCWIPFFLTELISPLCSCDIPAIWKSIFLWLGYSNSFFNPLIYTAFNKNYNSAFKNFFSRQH
CDK5 inh: blocks human CDK5/p35 kinase activity | Recombinant CDK5/p35, ADP-Glo luminescence, 60 min | inhibition, % at 10 µM | 330,000 tested, 0.01% active | AID 488839;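 active = highest replicate inhibition of at least 50% and at least 75% of replicates reaching 50%; inconclusive = only one of the two criteria met; inactive = both criteria failed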;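 also: plate controls were DMSO neutral control for no effect and GW8510 at 10 µM for full effect; many of its hits are not listed in these tables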
SR-BI HDL uptake: blocks mouse SR-BI lipid uptake from DiI-HDL; Q61009; ldlA[mSR-BI] CHO cells, DiI-HDL uptake fluorescence, 3 h; inhibition, % at 12.5 µM; 320,000 tested, 0.96% active; AID 488896;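 active = mean replicate inhibition of at least 70% and a set share of replicates each scoring 70 or more; inconclusive = meets just one of the two criteria; inactive = fails both criteria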;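 also: 0% = median of neutral control wells and 100% = median of positive control wells; values of inactives mirror those of a sister screen read the other way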
HTR5A ag: activates human HTR5A in OPRM1-OPRD1 agonist counter-screen | 340,000 tested, 0.61% active | activation, % at 9.3 µM | P47898 | HTR5A agonist assay, luminescence, cell-based | AID 504692; in the data active = activation mostly above about 9.5%, no sharp cut-off; inactive = mostly below about 7.6%;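 also: 0% = cells with vehicle only and 100% = reference agonist; strong numbers were not always called active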
Wnt bcat act: activates Wnt/beta-catenin signaling in a reporter cell assay; activator, plate reader; 300,000 tested, 1.2% active; activation, % at 9.35 µM; in the data active = activation above about 30%, passing the limit was not always enough; inconclusive = no clear call, values can overlap the other calls;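 also: 0% = neutral control wells and 100% = positive control wells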
NSD2 inh: inhibitors of human histone methyltransferase NSD2 | NSD2 peptide methylation, AlphaScreen, 120 min | 310,000 tested, 0.54% active | inhibition, % at 12.5 µM | AID 743445; in the data active = inhibition above about 50%
V-ATPase pH: yeast V-ATPase proton transport regulation by pHLuorin; 350,000 tested, 0.37% active; S. cerevisiae, pHLuorin cytosolic pH fluorescence; response, % at 10 µM; in the data active = response mostly above about 7.3%, no sharp cut-off; inactive = mostly below about 5.4%; also: actives read high; inactives centre near 0; some compounds called inactive have numbers as strong as hits; reference of the scale not given here
PvdQ acylase: P. aeruginosa PvdQ acylase inhibition | inhibition, % at 10 µM | 340,000 tested, 0.063% active | AID 488965 | purified PvdQ acylase, fluorescence plate reader; in the data active = inhibition above about 30%, passing the limit was not always enough; inconclusive = no clear call, values can overlap the other calls;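 also: 0% = vehicle neutral wells and 100% = reference inhibitor wells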
dFosB act: activators of mouse delta FosB homodimer; purified delta FosB, TAMRA-CDK5 oligo fluorescence polarization; percent of positive-control signal above neutral wells; activation, % at 25 µM; 340,000 tested, 0.99% active;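 active = mean activation above about 17%, with every replicate also reaching it, limit read from the data, passing the limit was not always enough; inconclusive = only one of the two conditions met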;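 also: fluorescence polarization rise as delta FosB binds a TAMRA Cdk5 AP-1 oligo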
Target sequence (P13346 whole entry, looked up): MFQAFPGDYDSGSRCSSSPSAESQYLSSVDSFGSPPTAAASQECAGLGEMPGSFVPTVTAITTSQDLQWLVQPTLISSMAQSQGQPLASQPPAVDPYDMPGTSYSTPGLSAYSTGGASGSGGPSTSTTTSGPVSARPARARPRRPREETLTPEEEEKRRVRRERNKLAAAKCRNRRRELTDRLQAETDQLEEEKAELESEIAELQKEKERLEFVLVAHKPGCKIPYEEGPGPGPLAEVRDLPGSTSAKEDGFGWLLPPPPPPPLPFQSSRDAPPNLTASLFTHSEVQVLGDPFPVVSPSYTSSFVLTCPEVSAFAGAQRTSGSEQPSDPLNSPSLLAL
Starred values were filed as active, the others as inactive; ? = inconclusive; nt = no result given. Rows are unselected; overall some 5% were active at least once.

Results follow in this order: MITF TRPM1 HTS, HTR5A inv ctr, CDK5 inh, SR-BI HDL uptake, HTR5A ag, Wnt bcat act, NSD2 inh, V-ATPase pH, PvdQ acylase, dFosB act
1) CNC(=O)NNC(=O)c1csc(Cc2c(Cl)sc3ccc(Cl)cc23)n1
→ 6, -10, 1.2, 25, 1, -1, 0, 8, -17, -9
2) O=C(O)CCC(=O)Nc1ccc(C(=O)N2CCCCC2)cc1
→ 1, -4, -0.2, -14, 7, 6, nt, 1, -11, 1
3) O=C1C(=O)N(c2nccs2)C(c2ccccc2)/C1=C(\O)c1ccc2c(c1)OCCO2 (stereo not given)
→ -64, -8, nt, -54, 2, nt, nt, -2, -9, -5
4) COC(=O)c1ccc(NC(=O)C2CCCN2S(=O)(=O)c2ccc(OC)cc2)cc1 (stereo not given)
→ -2, 2, 1.0, 7, -1, nt, -1, 0, 10, -3
5) O=C(N=C1SC2CS(=O)(=O)CC2N1c1cccc(Cl)c1Cl)C1CCCO1 (stereo not given)
→ 6, 13, 0.1, -15, 0, 0, 4, 0, -5, -18
6) COc1ccc(Nc2nc(-c3sc(N)nc3C)cs2)cc1
→ 11, 7, 0.2, 36, -3, 17, 6, 6, -4, -3
7) Clc1cccc(/C(Cc2nc3ccccc3[nH]2)=N\Nc2ccccc2)c1
→ 60, -8, 2.2, 29, 8, 8, -3, -2, 3, 0
8) C#CCNC(=O)C1=C[C@@H](C2CCCCC2)C[C@@H](OCCCCO)O1
→ 25, 1, -0.5, -34, 2, 2, nt, 1, -5, -5
9) Cc1ccc(C(=O)N2CCc3ccccc32)o1
→ 48, -13, -3.6, -8, 3, 21, 5, 9, -1, -5
10) COc1ccc(S(=O)(=O)NCc2ccco2)cc1N(C)S(=O)(=O)c1ccccc1
→ -6, -20, -1.9, -10, 0, 1, -3, -3, -3, -4
11) CCOP(=O)(OCC)C(NC(=O)Nc1ccc(Cl)cc1)c1ccccc1 (stereo not given)
→ -3, 12, 0.0, 6, -5, nt, -2, -1, -8, -1
12) CN(C)c1ccc(S(=O)(=O)N2CCCCC2)cc1NC(=O)CN1C(=O)NC2(CCCC2)C1=O
→ 2, 2, 1.2, -6, -1, -1, -2, 4, 5, -10
13) Cc1cc(C)c(S(C)(=O)=O)c(Oc2cccc(Cl)c2)n1
→ 11, -9, 0.5, 11, 4, -4, -1, -3, -6, 0
14) Cc1ccc(C(=O)N2CCC(C)CC2)cc1NC1=NC2CS(=O)(=O)CC2S1 (stereo not given)
→ nt, -3, -1.2, -25, 1, -2, nt, 2, -15, 6
15) CCC(=O)Nc1cccc(NC(=S)NC(=O)c2ccccc2C)c1
→ 54, -25, -3.1, 49, -1, 7, 4, 0, 4, -3
16) CCOC(=O)C1CCN(C(=O)C2CCN(S(=O)(=O)c3c(C)noc3C)CC2)CC1
→ 10, 20, -0.5, -2, -1, -8, -1, 2, -6, -16
17) Cc1ncoc1C(=O)Nc1ccc2c(c1)OCCO2
→ -12, -20, 7.0, -16, 1, nt, 0, 0, -9, 2
18) C/C(=N\NC(=O)c1ccc(NS(=O)(=O)c2cccs2)cc1)c1ccc2ccccc2c1
→ 16, -25, -0.3, 76*, 10, -3, 6, -3, -13, -7
19) COc1ccc(NC(=O)Nc2ccc(F)cc2F)c(C)c1
→ 33, 3, -6.7, 4, -1, nt, -1, -4, -16, 0
20) COc1ccccc1-c1nc(C#N)c(N2CCN(C(c3ccccc3)c3ccccc3)CC2)o1
→ 13, 11, -1.1, -16, -4, 0, -1, -4, 4, -5

Going on with the list.
Results follow in this order: MITF TRPM1 HTS, HTR5A inv ctr, CDK5 inh, SR-BI HDL uptake, HTR5A ag, Wnt bcat act, NSD2 inh, V-ATPase pH, PvdQ acylase, dFosB act
21) COc1cccc(C(=O)CSc2nnc(-c3cc(OC)cc(OC)c3)o2)c1
→ -19, -23, -0.6, -19, -5, -1, -2, -5, 2, -1
22) Cc1c(-c2ccco2)[n+](=O)c2c(n1[O-])CCCCC2
→ nt, -3, -0.8, -5, 2, -1, 1, -1, 4, 4
23) COc1ccccc1C(=O)OCC(=O)NC(=O)NCc1ccccc1
→ 15, 10, -0.1, -21, -4, -4, -3, -4, 6, -9
24) O=C(Cc1c(F)cccc1Cl)NNC(=O)c1cccs1
→ -14, -6, 1.6, -17, 0, -1, 0, 0, -15, -2
25) Cc1ccc(C(=O)Nc2ccc(Cl)cc2C)c(Cl)c1
→ 76, -6, 2.7, 4, 2, 16, -8, 0, -16, 0
26) Cc1cc(=O)oc2cc(NC(=O)CCC(=O)O)ccc12
→ 15, -14, -0.3, 24, 2, nt, 0, -3, -15, 3
27) CC(C)C[C@H](NC(=O)C1CCN(S(=O)(=O)c2ccccc2)CC1)C(=O)NCc1ccncc1
→ -1, -2, 0.4, -18, 1, 3, 15, 0, -19, -5
28) O=C(Cn1nnc(-c2cccs2)n1)N1c2ccccc2Sc2ccc(C(F)(F)F)cc21
→ 6, -6, -2.3, 32, -1, -4, -2, 5, -3, 3
29) COc1ccc(S(=O)(=O)N2N=C(C)Oc3ccccc3C2=O)cc1
→ -17, 29, 0.7, 12, 0, -24, 9, 0, 6, -4
30) O=C(Nc1ccc(N2CCCC2=O)cc1)c1cccc(F)c1
→ 58, 6, -1.1, 12, -3, 27, 3, 2, -6, -1
31) COc1ccc(C2Nc3ccccc3C(=O)N2NC(=O)c2ccccc2)cc1OC (stereo not given)
→ -2, 6, -0.6, -13, -2, -2, 1, -1, 7, -3
32) COc1ccc(OC)c(C(=O)COC(=O)c2cccnc2SC)c1
→ 20, -4, 1.7, 32, -1, 1, 28, 6, -18, -20
33) Cc1ccc(NC(=O)C2CC2C)c(Cl)c1 (stereo not given)
→ 26, -4, -1.4, nt, 1, 8, 0, 1, -8, 5
34) Cc1cnn(-c2ccc3nnc(-c4ccc(Cl)cc4)n3n2)c1
→ nt, 0, -0.6, 31, -3, -1, 1, -2, -8, 6
35) COc1ccc(CNC(=O)CN2CCC(NC(=O)c3ccccc3C)CC2)cc1
→ nt, -2, -1.1, nt, 1, -1, -4, 3, -8, -10
36) C[C@H]1COC2=C1C(=O)C(=O)c1c2ccc2c1CCCC2(C)C
→ -83, -38, -0.3, 15, 11, nt, nt, -5, 0, -7
37) COc1ccccc1C1CCN(Cc2ccc(Cl)c(Cl)c2)CC1
→ -14, -1, -1.9, nt, 0, 1, 0, -1, 6, 5
38) Cc1ccc(-n2nnc3c(=O)n(Cc4cccc(C)c4)cnc32)cc1
→ -8, -7, 0.8, -13, -2, 1, nt, 2, 2, -2
39) COc1ccc(C(=O)O)cc1NCc1cccnc1
→ -3, 0, -0.4, -32, 6, 1, 0, 3, -5, -9
40) CCCc1cc(C(=O)Nc2ccc(C#N)cc2)no1
→ 11, 2, 0.8, 0, -1, 13, -3, -3, -7, 0

Remaining list, next part.
Results follow in this order: MITF TRPM1 HTS, HTR5A inv ctr, CDK5 inh, SR-BI HDL uptake, HTR5A ag, Wnt bcat act, NSD2 inh, V-ATPase pH, PvdQ acylase, dFosB act
41) c1cc(N2CCCCC2)nc(N2CCCCC2)n1
→ 22, 7, -0.8, -31, -2, -3, -1, -5, -12, -2
42) COc1cccc(NC(=O)CSc2nnc(CNC(=O)c3ccccc3)n2C)c1
→ 6, -40, -3.3, -1, 1, nt, 5, 5, 5, 2
43) COc1ccc(NC(=O)CSc2nc3c(c(=O)[nH]2)CCC3)cc1OC
→ -4, 8, 0.1, -56, -3, nt, -4, -1, -11, 5
44) Cc1cccc2sc(N(CCN3CCOCC3)C(=O)CCS(=O)(=O)c3ccccc3)nc12
→ -4, -8, -2.2, 10, 0, -3, -1, 1, -3, -16
45) CCN1C(=O)[C@H]2[C@@H](c3ccc(-c4ccc(F)cc4)c(OC)c3)N[C@@](Cc3ccccc3)(C(=O)OC)[C@H]2C1=O
→ -8, 12, -3.2, 3, 0, -5, nt, -2, -24, -3
46) COc1cc2c(cc1OC)CN(c1nc(CN3CCCC3)nc3sc(C)c(C)c13)CC2
→ 10, -34, -1.8, 23, -2, 6, 26, 1, -8, 6
47) CC1(NC(=O)c2ccccc2)CCN(CCc2cccs2)C1=O (stereo not given)
→ 2, -9, -0.6, -26, 3, 0, nt, -1, -6, -1
48) Cc1cccc(N2N=C(C(=O)OCC(=O)c3ccccc3)CCC2=O)c1
→ 8, 5, 0.0, -27, -1, 19, 1, -1, -8, -4
49) COc1ccc(CCNC2CCC(c3ccccc3)CC2)cc1 (stereo not given)
→ nt, 6, -2.0, 5, -2, -1, 21, 1, -13, -10
50) O=C(Nc1ccccc1)Nc1ccc2nnsc2c1
→ ?, 4, -0.2, 27, 0, 24, -1, -4, -11, -12
51) Cc1ccc2nc(N(CCN(C)C)C(=O)c3cc(Cl)sc3Cl)sc2c1
→ 34, 30, -3.7, 27, 4, 4, -2, 4, -13, 1
52) Cc1cccc(-c2cc3nc(-c4ccccc4)cc(=O)n3[nH]2)c1
→ 50, 3, -0.3, -24, -1, ?, -1, 0, -1, -13
53) O=C(NCCCCCNC(=O)c1ccco1)c1ccco1
→ -24, 1, -7.9, -11, 0, nt, -1, 4, -20, -3
54) Cn1c(=O)c2sc3c(c2n(CC(=O)Nc2ccccc2)c1=O)COC(C)(C)C3
→ -8, 13, 0.6, 3, -1, 0, -1, -1, -19, -2
55) CCOc1ccc2c(c1)nc(C)n2C
→ nt, nt, -0.1, -26, nt, -2, -2, -3, -1, 3
56) COc1cc(S(=O)(=O)N2CCOCC2)ccc1NC(=O)COC(=O)COc1ccccc1
→ 10, 0, 0.0, -15, 0, -12, 2, -1, 3, -3
57) O=C(NN1CCOCC1)c1ccc(Br)s1
→ 4, 8, 0.0, -9, -3, -2, -2, 2, -4, 0
58) COc1ccc(CNC(=O)C2CCN(S(=O)(=O)c3ccc4c(c3)C(C)(C)C(=O)N4C)CC2)cc1
→ -1, -10, 0.3, 3, 3, -2, nt, 5, 0, -1
59) Cn1c(=O)[nH]c(=O)c2[nH]c(N(Cc3ccccc3)Cc3ccccc3)nc21
→ -2, -20, 0.1, nt, 8, 1, 26, -1, 4, -20
60) O=C(Nc1ccc(Cc2ccncc2)cc1)c1cccs1
→ -7, -7, 0.3, 4, 2, 3, -4, 2, 8, -9
61) CCCCn1c(N)c(N(CCOC)C(=O)c2cccc(S(=O)(=O)N3CCCCC3)c2)c(=O)[nH]c1=O
→ -2, -2, 0.7, -21, 1, 3, 0, -6, -9, -9
62) NC(=O)NC(=O)COC(=O)c1ccc(OC(F)(F)F)cc1
→ 2, 5, 0.7, 4, -2, -5, -3, 1, 1, -4
63) C[C@H](CO)N1C[C@H](C)[C@@H](CN(C)Cc2ccc3c(c2)OCO3)Oc2ccc(NS(C)(=O)=O)cc2C1=O
→ 2, 3, 0.1, -20, 2, -3, nt, -5, -3, 1
